# Kir21 block: inhibitors of mouse Kir2.1 inward-rectifier potassium channel; Inward rectifier potassium channel 2 (Mus musculus), P35561; HEK293-Kir2.1, FluxOR thallium flux fluorescence; stronger effect = lower value; B-score at 10 µM; hit rate 0.85% among 310,000; AID 1672, 2009;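 active = fluorescence ratio B-score at or below minus 3 SD of library scores, with starting-brightness B-score within 2 SD, cut at about -4.2 in these data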;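 also: channel flux triggered by added potassium and thallium sulfate stimulus; B-score of peak minus minimum fluorescence over baseline after thallium stimulus; more negative B-score means stronger Kir2.1 block with less thallium influx; some compounds called inactive have numbers as strong as hits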
# Target sequence (P35561 whole entry, looked up): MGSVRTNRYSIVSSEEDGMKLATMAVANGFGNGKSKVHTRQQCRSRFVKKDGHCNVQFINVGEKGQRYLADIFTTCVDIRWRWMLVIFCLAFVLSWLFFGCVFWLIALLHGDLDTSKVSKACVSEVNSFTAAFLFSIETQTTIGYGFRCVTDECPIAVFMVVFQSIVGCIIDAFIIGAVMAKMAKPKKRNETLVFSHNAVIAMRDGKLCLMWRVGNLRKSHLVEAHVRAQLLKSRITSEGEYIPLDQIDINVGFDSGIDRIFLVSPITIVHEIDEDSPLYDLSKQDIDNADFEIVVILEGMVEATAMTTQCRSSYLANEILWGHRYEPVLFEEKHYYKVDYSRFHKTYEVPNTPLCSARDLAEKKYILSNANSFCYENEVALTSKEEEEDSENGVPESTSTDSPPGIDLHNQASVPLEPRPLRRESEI
# KCNQ2 inh: KCNQ2 potassium channel inhibitors, primary screen, cell-based, CHO-K1, FluxOR thallium flux, B-score (AID 2156) | Potassium voltage-gated channel subfamily KQT member 2 (Rattus norvegicus), O88943 | 20 min; stronger effect = lower value | B-score at 10 µM | hit rate 1.1% among 310,000;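 active = fluorescence ratio B-score at most minus 3 library SDs, with starting brightness B-score within 2 library SDs, cut at about -5.5 in these data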
# CHT inh: inhibitors of human choline transporter CHT | hit rate 0.86% among 310,000 | B-score at 10 µM | CHT-expressing cells, membrane potential dye, choline response; stronger effect = lower value | High affinity choline transporter 1 (Homo sapiens), Q9GZV3 | AID 488975, 2010;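 active = B-score over 3 SD under the library average, and starting fluorescence ratio not unusually high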;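 also: choline stimulus applied at its EC90 after an EC20 pre-addition; B-score computed on integrated fluorescence ratio after choline addition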
# Target sequence (Q9GZV3 whole entry, looked up): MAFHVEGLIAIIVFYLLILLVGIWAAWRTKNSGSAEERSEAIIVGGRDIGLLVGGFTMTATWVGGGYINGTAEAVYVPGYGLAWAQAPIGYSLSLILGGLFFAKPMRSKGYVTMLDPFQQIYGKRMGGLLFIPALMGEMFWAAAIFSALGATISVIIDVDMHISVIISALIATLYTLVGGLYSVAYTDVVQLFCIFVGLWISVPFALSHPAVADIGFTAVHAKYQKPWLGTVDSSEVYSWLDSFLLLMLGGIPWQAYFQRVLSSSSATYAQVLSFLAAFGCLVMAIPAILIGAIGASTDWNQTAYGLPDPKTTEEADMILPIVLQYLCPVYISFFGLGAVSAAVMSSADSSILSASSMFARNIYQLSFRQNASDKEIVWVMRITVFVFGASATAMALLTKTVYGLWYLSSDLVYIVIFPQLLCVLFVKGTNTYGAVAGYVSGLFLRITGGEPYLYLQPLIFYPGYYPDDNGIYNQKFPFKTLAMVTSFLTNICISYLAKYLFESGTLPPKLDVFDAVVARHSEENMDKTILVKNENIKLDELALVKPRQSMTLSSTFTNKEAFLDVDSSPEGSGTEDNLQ
# An asterisk follows results filed as active; i = inactive; / = not tested or not shown.
CHT inh	Kir21 block	KCNQ2 inh	structure
i	1	i	COc1cccc(NS(=O)(=O)c2ccc3[nH]cc(C(=O)NCCC(C)C)c(=O)c3c2)c1
i	-0.45	i	COc1ccc(CCNC(=O)c2c(N)no[n+]2[O-])cc1OC
i	0.05	i	Cc1ccc2occ(/C=N/O)c(=O)c2c1
i	-0.97	i	Cc1cc(N)ccc1N=Nc1c(C)n(C)n(-c2ccccc2)c1=O
i	-0.07	i	COc1ccc(CC(=O)O/N=C(\N)c2ccc(C)cc2)cc1
i	0.31	i	C=CCn1c(N)c(C(=O)Nc2ccccc2)c2nc3ccccc3nc21
i	-0.73	i	CCCCC(=O)Nc1cc(OC)c(NC(=O)C2CCCCC2)cc1OC
i	-0.15	i	COC(=O)c1c(NC(=O)c2ccco2)sc2c1CCN(C(C)=O)C2
i	-1.6	i	COc1ccc(C(=O)NNC2=NC(C)(C)Cc3cc(C)c(C)cc32)cc1
i	-0.57	i	Cc1[nH][nH]c(=O)c1N=Nc1ccc(Cl)cc1
i	-0.87	i	O=C(NCc1ccco1)C(=O)NCC1OCCCN1S(=O)(=O)c1ccc(Cl)cc1 (configuration not stated)
i	-1.2	i	CC(=O)c1cccc(OCCCOc2cccc3cccnc23)c1

# In the list so far, these have a halogen:
CHT inh	Kir21 block	KCNQ2 inh	structure
i	-0.57	i	Cc1[nH][nH]c(=O)c1N=Nc1ccc(Cl)cc1
i	-0.87	i	O=C(NCc1ccco1)C(=O)NCC1OCCCN1S(=O)(=O)c1ccc(Cl)cc1 (configuration not stated)

# Further results
CHT inh	Kir21 block	KCNQ2 inh	structure
i	-1.4	i	COc1ccccc1CC(=O)N1CCN(S(=O)(=O)c2ccccc2)CC1
i	-1.3	i	COc1cccc(CNC(=O)CSc2ccc(-c3cccs3)nn2)c1
i	-1.5	i	Cc1c(NC(=O)COC(=O)C23CC4CC(CC(Br)(C4)C2)C3)c(=O)n(-c2ccccc2)n1C
i	1.5	i	Cc1cc(C(=O)Nc2cccc(C(=O)O)c2)c(C)o1
i	0	i	O=C(c1ccccc1F)N(Cc1cccnc1)Cc1cc2cc3c(cc2[nH]c1=O)OCCO3
i	0.59	i	Cc1ccc(Nc2cc(C)nc3c(C)ccc([N+](=O)[O-])c23)cc1
i	1.2	i	CCCCOC(=O)Cn1c(-c2ccccc2)nc2ccccc2c1=O
i	-1.3	i	Cc1cc(-c2ccccc2)nc(SC(C(=O)O)c2ccccc2)n1 (configuration not stated)
i	-0.48	i	CC(C)NC(=O)NCCCCCCS(C)=O (configuration not stated)
i	0.12	i	CCOC(=O)c1cnc(SC)nc1Nc1cccc2ccccc12
i	0.69	i	CCN(CC)c1ccc(NC(=O)CSc2nc(C3CC3)nc3ccccc23)cc1C
i	-0.01	i	CC1=C(C(=O)NCc2ccco2)C2(CCC(C)CC2)OC1=O (configuration not stated)
i	0.46	i	CCOC(=O)c1c(S(=O)(=O)N2CCc3ccccc32)c(C)n(C)c1C
i	0.01	i	CC1(C)CC(=O)C2=C(C1)N=c1s/c(=C/c3ccc(F)c(F)c3)c(=O)n1C2c1ccc(F)cc1 (configuration not stated)
i	-0.32	i	COc1ccc(Cl)cc1C(=O)NNC(=S)NC(=O)c1cc(-c2ccccc2)nc2ccccc12
i	-0.28	i	CCN(CCn1cccn1)C(=O)CC1C(=O)NCCN1CCc1ccccc1 (configuration not stated)
i	0	i	Cc1cc(Cl)ccc1NC(=O)CCC(=O)O
i	-1.3	i	O=C1O/C(=C/C(=O)N2CCOCC2)c2ccccc21
i	-1.9	i	CCSc1nnc(-c2ccccc2NC(C)=O)c(=O)[nH]1
i	-0.97	i	CCCC(=O)Nc1nnc(CCOC)s1
i	-0.01	i	CC(c1ccccc1)N1CC(C(=O)Nc2nccs2)CC1=O (configuration not stated)
i	-0.36	i	CCOC(=O)CN1C(=O)C(O)(CC(=O)c2cccc(OC)c2)c2ccccc21 (configuration not stated)
i	-0.13	i	O=C(CCC(=O)NCCCc1ccccc1)NCCCc1ccccc1
i	-1.3	i	COCC(=O)N1CCC(n2nccc2NC(=O)CCOc2ccccc2)CC1
i	-0.35	i	COC(=O)c1ccc(COc2ccc(F)cc2)o1
i	-3.6	i	COc1ccccc1N1CCN(C2CCCN(C(=O)c3ccsc3)C2)CC1 (configuration not stated)
/	1.4	i	CCn1c(C)nc2cc(C(=O)N/N=C/c3ccc(O)c(O)c3O)ccc21
i	-0.19	i	O=C(NCC(=O)N(c1ccc2c(c1)OCCO2)C(C(=O)NC1CCCC1)c1ccco1)c1ccco1 (configuration not stated)
i	-0.02	i	CC(=O)Nc1cc2nc(C)n(Cc3ccccc3[N+](=O)[O-])c2nc1C
i	-0.03	i	CCOc1ccccc1NC(=O)CCCc1nc2ccccc2c(=O)[nH]1
i	-0.67	i	CCN1CCN(C(=O)Cn2ncc3c([nH]c4ccccc43)c2=O)CC1
i	0.78	i	O=C(COC(=O)c1cc(=O)[nH]c2ccccc12)NC(=O)c1ccccc1
i	-0.11	i	CC(=O)Nc1ccc(S(=O)(=O)Nc2ccc(C(=O)NCC(=O)O)cc2)cc1
i	1.1	i	Cc1ccc(CSc2nnc3c(n2)OC2(Nc4ccccc4-3)C(=O)Nc3ccc(F)cc32)cc1 (configuration not stated)
i	-1.8	i	Cn1c(=O)c2ncn(CC(=O)NCCOc3ccccc3)c2n(C)c1=O
i	-0.66	i	COC(=O)c1ccc(NC(=O)CSc2nnc(-c3ccncc3)n2N)cc1
i	0.59	i	CC(C)CC(NC(=O)/C(=C/c1ccco1)NC(=O)c1ccc(Br)o1)C(=O)O (configuration not stated)
i	0.13	i	CCCC(C(=O)Nc1cc(S(=O)(=O)N2CCOCC2)ccc1OC)c1ccccc1 (configuration not stated)
i	0.37	i	COc1ccc(-c2noc(C3CCCN(C(=O)c4ccc(F)cc4)C3)n2)cc1 (configuration not stated)
i	0.63	i	CCOC(=O)CNC(=O)c1cn(C)c(=O)c2cc(OC)c(OC)cc12
-5.2*	0.89	i	COc1ccc2c(c1)OC(O)(C(F)(F)C(F)F)CC2=O (configuration not stated)
i	0.52	i	Cc1ccccc1NC(=S)NC(=O)/C=C/c1ccco1
i	-0.01	i	Cc1cccc(N/C(=N/S(=O)(=O)c2ccccc2)c2ccccc2)n1
i	1.3	i	Cc1cc2ccccc2nc1SCC(=O)Nc1nc(-c2ccccc2)cs1
/	-3.3	i	CCn1c(COc2ccccc2C)nnc1SCC(=O)Nc1ccc2c(c1)OCCO2
i	-0.09	i	CCn1c(C)nnc1SCC(=O)Nc1ccccc1Cl
i	-0.84	i	Cc1ccc(Cl)cc1N1CCN(S(=O)(=O)c2ccc3[nH]c(=O)ccc3c2)CC1
i	-0.43	i	O=C(CC(SCCO)c1ccc2c(c1)OCO2)c1ccco1 (configuration not stated)
i	1.1	i	O=S(=O)(c1ccc(N2CCOCC2)nc1)N1CCOCC1
i	0.98	i	CC1CCCCN1C(=O)c1cc(F)c(F)cc1Cl (configuration not stated)
i	-2	i	CCCc1cc(=O)[nH]c(SCC(=O)N(C)Cc2ccccc2)n1
i	-0.36	i	CC1=C(C(=O)OC(C)(C)C)C(c2cccs2)NC(=O)N1 (configuration not stated)
i	0.44	i	COc1ccc(OC)c(S(=O)(=O)NCC(c2ccc3c(c2)OCO3)N2CCOCC2)c1 (configuration not stated)
i	-0.69	i	CN(C)S(=O)(=O)Oc1ccccc1C(=O)Nc1ccc(F)cc1
i	0.46	i	COc1ccc(OC)c(CCNC(=O)c2cccc(NC(=O)C3=C(C)OCCS3)c2)c1
i	-0.02	i	CCC(=O)Nc1nnc(Cc2ccccc2)s1
i	-1.8	i	CCc1ccc(/C=N/NC(=O)c2ccccn2)cc1
i	-0.77	i	COc1ccc(Cc2nnc(NC(=O)c3cccs3)s2)cc1OC
i	-0.27	i	CCOC(=O)C1CCN(C(=O)CN(c2ccc(OC)cc2)S(=O)(=O)c2c(C)nn(C)c2C)CC1
i	0.8	i	Cc1ccc(C(=O)C(C)OC(=O)c2nc(Cl)ccc2Cl)cc1 (configuration not stated)

# Complete entries, quoted from the list. Order of values: CHT inh, Kir21 block, KCNQ2 inh
# Profile of `COc1ccc(OC)c(S(=O)(=O)NCC(c2ccc3c(c2)OCO3)N2CCOCC2)c1` (configuration not stated) = i, 0.44, i
# Profile of `CN(C)S(=O)(=O)Oc1ccccc1C(=O)Nc1ccc(F)cc1` = i, -0.69, i

# (cont.)
CHT inh	Kir21 block	KCNQ2 inh	structure
i	-0.61	i	Cc1ccc(C)c(CSc2nnc(CCN)o2)c1
i	0.15	i	CCc1ccc(N(C(=O)CNC(=O)c2ccco2)C(C(=O)NC2CCCC2)c2ccncc2)cc1 (configuration not stated)
i	0.26	i	c1ccc(COc2ccc(CN3CCN(c4ccccn4)CC3)cc2)cc1
i	1.1	i	Cc1cccc(CC(=O)NC2CCS(=O)(=O)C2)c1 (configuration not stated)
i	0.37	i	CS(=O)(=O)c1[nH]nc(-c2ccccc2)c1C#N
i	0.05	i	NC(=O)c1cccnc1Oc1ccc(Cl)cc1
i	-0.25	i	O=C(CSc1nnc(Cc2ccccc2)c(=O)[nH]1)Nc1ccccc1
i	-0.49	i	Cn1c(SCC(=O)NCc2ccco2)nnc1-c1ccc(S(=O)(=O)N2CCOCC2)cc1
i	1.8	i	CCOc1ccc(/C(O)=C2/C(=O)C(=O)N(c3cc(C)on3)C2c2ccc(C(=O)OC)cc2)cc1 (configuration not stated)
i	-0.18	i	Cc1ccc(C)c(C(=O)CN2Cc3ccccc3C2=O)c1
i	-0.04	i	CN(CCC#N)CC(=O)Nc1ccc(NC(=O)CN(C)CCC#N)cc1
i	0.83	i	N#Cc1c2c(nc(N)c1-c1ccccc1)CCCCC2
i	-1	i	C=CCOC(=O)/C(=C/c1cccnc1)NC(=O)c1ccccc1
i	-6.8	i	CC1(C)CC(=O)C2=C(C1)OC(N)=C(C#N)C2c1ccccc1[N+](=O)[O-] (configuration not stated)
i	0.69	i	Cc1cccc(C)c1NC(=O)CNc1ncnc2sc(C)c(C)c12
i	1.4	i	CC(=O)NCCC(=O)Nc1cccc(S(=O)(=O)N(C)c2ccccc2)c1
i	0	i	CC1(C)CC(=O)c2c(n(S(=O)(=O)c3ccccc3)c3ccc(NS(=O)(=O)c4ccccc4)cc23)C1
i	-0.9	i	COc1cc2c(cc1OC)C(c1ccc3c(c1)OCO3)C1=C(CC(C)(C)CC1=O)N2 (configuration not stated)
i	-0.62	i	Cc1cc(C)c([N+](=O)[O-])cc1NC(=O)CCSc1ccccc1Cl
i	2.1	i	Cc1ccc(Cc2cnc(N3C(=N)SC(C)C3=O)s2)cc1 (configuration not stated)
i	0.4	i	C[C@H]1[C@@H](OC(=O)CCC(=O)O)O[C@@H]2OC3(C)CC[C@H]4[C@H](C)CC[C@@H]1[C@@]24OO3
i	-2.2	i	CSCCC(NC(=O)C1CCC(C)CC1)C(=O)NCCN1CCC(C)CC1 (configuration not stated)
i	-0.16	i	COC(=O)c1ccc(N2CCC(c3cc(-c4ccc(OC)cc4)n[nH]3)CC2)c([N+](=O)[O-])c1
i	0.62	i	O=S(=O)(N1CCOCC1)N1CCCN(S(=O)(=O)N2CCOCC2)CC1

# Results in KCNQ2 inh, for six of the compounds above:
SMILES	KCNQ2 inh
CC1(C)CC(=O)C2=C(C1)OC(N)=C(C#N)C2c1ccccc1[N+](=O)[O-] (configuration not stated)	i
Cc1cccc(C)c1NC(=O)CNc1ncnc2sc(C)c(C)c12	i
CC(=O)NCCC(=O)Nc1cccc(S(=O)(=O)N(C)c2ccccc2)c1	i
CC1(C)CC(=O)c2c(n(S(=O)(=O)c3ccccc3)c3ccc(NS(=O)(=O)c4ccccc4)cc23)C1	i
COc1cc2c(cc1OC)C(c1ccc3c(c1)OCO3)C1=C(CC(C)(C)CC1=O)N2 (configuration not stated)	i
Cc1cc(C)c([N+](=O)[O-])cc1NC(=O)CCSc1ccccc1Cl	i

# Additional records.
CHT inh	Kir21 block	KCNQ2 inh	structure
i	-2.5	i	O=C1N(c2cccc(Cl)c2)C(c2ccccc2)N2CCCN12 (configuration not stated)
i	-1.3	i	Cc1ccc(Sc2cnc3ccccc3n2)cc1
i	0.59	i	O=C(NNC(=S)NC(=O)c1ccccc1Cl)c1cccc([N+](=O)[O-])c1
i	-0.92	i	Cc1cc(C)c2c(N=CN(C)C)c(C(=O)N3CCN(c4ncccn4)CC3)sc2n1
i	-0.82	i	Cc1cccc(NC(=O)c2ccc(S(=O)(=O)N3CCOCC3)cc2)c1C
i	2.7	i	Cc1cc(C(=O)N/N=C/c2ccc([N+](=O)[O-])cc2)c2ccccc2n1
i	-0.13	i	Cc1ccc(S(=O)(=O)N(Cc2nccn2C)C(C)C)cc1
i	-3	i	N=c1n(CC(=O)c2cccs2)c2ccccc2n1Cc1ccccc1
i	-0.48	i	COc1cc(NS(=O)(=O)c2ccc3c(c2)NC(=O)CO3)cc(OC)c1
i	1.9	i	N#Cc1c(-c2ccccc2)cc(-c2cccs2)nc1SCC(=O)O
i	-0.09	i	c1ccc(Oc2ccc(-n3cnnn3)cc2)cc1
i	-0.24	i	CC1(c2ccc(Cl)cc2)NC(=O)N(CC(=O)c2ccc3c(c2)OCO3)C1=O (configuration not stated)
i	-0.66	i	Cc1cccc(Nc2ncnc3c2cnn3Cc2ccccc2)c1
